Screens: PubChem, NMMLSC
Bcl-B Bim block: inhibitors of Bim-Bcl-B interaction, human | AID 951 | 190,000 compounds, 0.073% hits | inhibition, % at 10 µM | bead-based flow cytometry, Bim peptide-Bcl-B binding;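 also: 0% = tracer peptide without compound and 100% = reference inhibitor peptide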
Bcl-W Bim block: human Bim-Bcl-W interaction inhibition | Q92843 | bead-based flow cytometry, Bim peptide-Bcl-W binding | inhibition, % at 10 µM | 190,000 compounds, 0.02% hits | AID 952;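 also: 0% = bound tracer without compound and 100% = peptide blocker; higher means less fluorescent Bim peptide bound to Bcl-W beads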
Target sequence (Q92843 whole entry, looked up): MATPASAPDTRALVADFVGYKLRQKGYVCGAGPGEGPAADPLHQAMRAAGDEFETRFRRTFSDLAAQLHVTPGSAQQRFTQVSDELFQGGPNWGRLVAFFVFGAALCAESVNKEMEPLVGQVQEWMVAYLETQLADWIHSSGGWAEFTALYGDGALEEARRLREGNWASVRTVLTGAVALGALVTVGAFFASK
RGS7-Gao reg: modulates binding of RGS7 to human Galphao | Multiplexed bead flow cytometry; actives lie on both sides | binding response (% of control), % at 10 µM | 220,000 compounds, 0.35% hits; in the data active = binding response below about 49% or above about 150%;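 also: fluorescent Galphao held in activated GDP-AlF4 state binding bead-coupled RGS7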
Target sequence (P09471 whole entry, looked up): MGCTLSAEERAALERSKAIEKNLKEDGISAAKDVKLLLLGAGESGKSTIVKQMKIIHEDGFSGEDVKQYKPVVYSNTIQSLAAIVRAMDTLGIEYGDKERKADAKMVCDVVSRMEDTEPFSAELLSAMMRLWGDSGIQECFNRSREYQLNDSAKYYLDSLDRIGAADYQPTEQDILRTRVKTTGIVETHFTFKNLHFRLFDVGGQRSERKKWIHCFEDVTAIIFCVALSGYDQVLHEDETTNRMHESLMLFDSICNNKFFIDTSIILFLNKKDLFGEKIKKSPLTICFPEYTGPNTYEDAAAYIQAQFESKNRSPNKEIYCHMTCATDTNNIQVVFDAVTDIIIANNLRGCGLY
Bfl-1 Bim block: disrupts Bim binding to human Bfl-1; Q16548; Bead-based flow cytometry, Bim-Bfl-1 binding inhibition; inhibition, % at 10 µM; 190,000 compounds, 0.12% hits; AID 1008;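 also: 0% = wells without compound plus tracer and 100% = blocker peptide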
ABCG2 inh: blocks JC-1 efflux by human ABCG2 transporter | Q9UNQ0 | IgMXP3 cells, flow cytometry | inhibition, % at 6.6 µM | 190,000 compounds, 0.1% hits;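 active = inhibition above 80%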;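 also: 0% = DMSO and 100% = nicardipine control wells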
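material = IgMXP3 (ABCG2) plus far-red-tagged CCRF-Adr (ABCB1) cells | amount = 3 million cells/mL, equal mix of both lines | also added = JC-1 transporter substrate | dosing = one concentration, 6.6 µM final | schedule = 10 min at 25 °C | measured by = flow cytometric JC-1 green MFI at 530 nm | read-out basis = percent efflux inhibition, scaled nicardipine 100% to DMSO 0%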
RGS8-Gao: modulates binding of RGS8 to human Galphao; P09471; multiplexed bead flow cytometry; actives lie on both sides; response (percent of control binding), % at 10 µM; 220,000 compounds, 0.34% hits; AID 1423; in the data active = response below about 60% or above about 140%; inactive = in between;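 also: Galphao activated as the GDP aluminium fluoride complex binding bead-coupled RGS8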
Bim-Bcl-2: inhibitors of Bim-Bcl-2 interaction, human; P10415; Bead-based flow cytometry, Bim peptide-Bcl-2 binding; inhibition, % at 10 µM; 190,000 compounds, 0.06% hits; AID 950; in the data active = inhibition above about 40%;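 also: 0% = no compound wells with probe peptide and 100% = reference peptide inhibitor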
Bcl-XL Bim block: disrupts Bim peptide binding to human Bcl-XL; AID 1007; 190,000 compounds, 0.04% hits; bead flow cytometry, fluorescence; inhibition, % at 10 µM; Q07817
Target sequence (Q07817 whole entry, looked up): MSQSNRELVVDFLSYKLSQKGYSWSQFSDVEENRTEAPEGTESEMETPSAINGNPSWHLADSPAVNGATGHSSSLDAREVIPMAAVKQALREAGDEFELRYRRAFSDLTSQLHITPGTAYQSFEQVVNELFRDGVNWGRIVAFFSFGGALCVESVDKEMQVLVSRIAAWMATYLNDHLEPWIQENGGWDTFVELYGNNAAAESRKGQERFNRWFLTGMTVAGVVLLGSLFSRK
GSH bead fluor: compound fluoresces at 488/530 nm on GSH beads. AID 1776. 190,000 compounds, 0.25% hits. GSH beads flow cytometry, compound fluorescence 488/530 nm; stronger effect = higher value. fluorescence (KMESF) at 10 µM; in the data active = fluorescence above about 89;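 also: glutathione beads carrying GST-tagged Bcl family fusion proteins plus one bare bead set; values are compound well signal with DMSO vehicle wells as background; inactives centre near 16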
RGS4-Gao reg: human RGS4-Galphao interaction regulation; 220,000 compounds, 0.33% hits; Multiplexed bead flow cytometry, RGS4-Galphao binding; actives lie on both sides; P09471; binding response (% of control), % at 10 µM; AID 1415; in the data active = binding response below about 49% or above about 150%; inactive = in between;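 also: fluorescent Galphao activated with aluminum fluoride binding bead-coupled RGS4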
ABCB1 inh: human ABCB1 inhibition, ABCG2 as counter-screen; 190,000 compounds, 0.067% hits; P08183; CCRF-Adr cells, JC-1 efflux, flow cytometry; inhibition, % at 6.6 µM; in the data active = inhibition above about 40%;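 also: 0% = vehicle and 100% = reference inhibitor; higher value means more JC-1 retained so stronger ABCB1 efflux block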
Starred values were filed as active, the others as inactive. Rule as the data show it, unless noted: active = inhibition above about 40%.

How did CCOC(=O)c1c(NC(=O)CN2CCCCC2)sc2c1CCN(C(=O)OCC)C2 do in these assays?
Bcl-B Bim block: -4; Bcl-W Bim block: 4; RGS7-Gao reg: 100; Bfl-1 Bim block: -4; ABCG2 inh: 9; RGS8-Gao: 103; Bim-Bcl-2: -4; Bcl-XL Bim block: -1; GSH bead fluor: 24; RGS4-Gao reg: 101; ABCB1 inh: 3.0

Results for O=C(Nc1cccc(NC(=O)C2CCCO2)c1)c1ccco1 (stereo not drawn) ?
Bcl-B Bim block: 0; Bcl-W Bim block: 3; RGS7-Gao reg: 103; Bfl-1 Bim block: -4; ABCG2 inh: 3; RGS8-Gao: 103; Bim-Bcl-2: -1; Bcl-XL Bim block: 2; GSH bead fluor: 28; RGS4-Gao reg: 102; ABCB1 inh: 0.6

Results for O=C(CSCC(=O)Nc1cccc([N+](=O)[O-])c1)Nc1ccccc1 ?
Bcl-B Bim block: 2; Bcl-W Bim block: 2; RGS7-Gao reg: 97; Bfl-1 Bim block: 2; ABCG2 inh: 13; RGS8-Gao: 90; Bim-Bcl-2: -1; Bcl-XL Bim block: 0; GSH bead fluor: 13; RGS4-Gao reg: 98; ABCB1 inh: -0.1

What do the screens show for `Cc1nc(C(=O)Nc2cc(Cl)ccc2Cl)nn1-c1cc(OC(C)C)c(Cl)cc1Cl`?
Bcl-B Bim block: -3; Bcl-W Bim block: -4; RGS7-Gao reg: 103; Bfl-1 Bim block: -2; ABCG2 inh: 4; RGS8-Gao: 101; Bim-Bcl-2: -3; Bcl-XL Bim block: -2; GSH bead fluor: 19; RGS4-Gao reg: 101; ABCB1 inh: 0.7

Results for COc1ccc(N(CCC(=O)O)S(=O)(=O)c2ccc(C)cc2C)cc1 ?
Bcl-B Bim block: 0; Bcl-W Bim block: -1; RGS7-Gao reg: 103; Bfl-1 Bim block: -2; ABCG2 inh: 1; RGS8-Gao: 104; Bim-Bcl-2: -2; Bcl-XL Bim block: 3; GSH bead fluor: 10; RGS4-Gao reg: 106; ABCB1 inh: 0.1

How did Cc1cccc(NC(=O)CCn2cnnn2)c1 do in these assays?
Bcl-B Bim block: -4; Bcl-W Bim block: -5; RGS7-Gao reg: 95; Bfl-1 Bim block: -7; ABCG2 inh: 3; RGS8-Gao: 96; Bim-Bcl-2: -5; Bcl-XL Bim block: -3; GSH bead fluor: 13; RGS4-Gao reg: 94; ABCB1 inh: -0.1

How did CC(=O)c1sc(N/N=C/c2ccc(C(C)C)cc2)nc1C do in these assays?
Bcl-B Bim block: -3; Bcl-W Bim block: 0; RGS7-Gao reg: 101; Bfl-1 Bim block: -2; ABCG2 inh: 7; RGS8-Gao: 104; Bim-Bcl-2: 2; Bcl-XL Bim block: -1; GSH bead fluor: 27; RGS4-Gao reg: 100; ABCB1 inh: 1.5

How did NC(=O)C1CCN(c2nc(C3CC3)nc3c2nnn3Cc2ccccc2)CC1 do in these assays?
Bcl-B Bim block: 0; Bcl-W Bim block: 0; RGS7-Gao reg: 98; Bfl-1 Bim block: 0; ABCG2 inh: 0; RGS8-Gao: 100; Bim-Bcl-2: 3; Bcl-XL Bim block: 0; GSH bead fluor: 43; RGS4-Gao reg: 99; ABCB1 inh: 4.5

What do the screens show for `COc1cccc(CN(C)CC(=O)NNC(=O)c2ccc(Cl)cc2)c1`?
Bcl-B Bim block: 0; Bcl-W Bim block: -2; RGS7-Gao reg: 76; Bfl-1 Bim block: -1; ABCG2 inh: 13; RGS8-Gao: 89; Bim-Bcl-2: 0; Bcl-XL Bim block: -4; GSH bead fluor: 11; RGS4-Gao reg: 81; ABCB1 inh: 0.4

Results for O=C(Nc1ccccc1C(F)(F)F)c1c(F)cccc1Cl ?
Bcl-B Bim block: -2; Bcl-W Bim block: -1; RGS7-Gao reg: 99; Bfl-1 Bim block: -4; ABCG2 inh: 7; RGS8-Gao: 101; Bim-Bcl-2: 2; Bcl-XL Bim block: -3; GSH bead fluor: 18; RGS4-Gao reg: 99; ABCB1 inh: 0.7

Results for Cc1ccc(NC(=S)c2ccc(N(C)C)cc2)cc1 ?
Bcl-B Bim block: -10; Bcl-W Bim block: -4; RGS7-Gao reg: 101; Bfl-1 Bim block: -14; ABCG2 inh: 0; RGS8-Gao: 102; Bim-Bcl-2: -4; Bcl-XL Bim block: -4; GSH bead fluor: 13; RGS4-Gao reg: 100; ABCB1 inh: -0.2

How did CCOC(=O)C1=C(CNCCOc2ccc(OC)cc2)NC(=O)NC1c1ccc2c(c1)OCO2 (stereo not drawn) do in these assays?
Bcl-B Bim block: -5; Bcl-W Bim block: 1; RGS7-Gao reg: 98; Bfl-1 Bim block: -4; ABCG2 inh: 1; RGS8-Gao: 99; Bim-Bcl-2: -6; Bcl-XL Bim block: 0; GSH bead fluor: 19; RGS4-Gao reg: 96; ABCB1 inh: 2.0

How did CCOC(=O)c1[nH]c2ccccc2c1NC(=O)CCN1CCN(C(=O)OCC)CC1 do in these assays?
Bcl-B Bim block: 4; Bcl-W Bim block: 0; RGS7-Gao reg: 136; Bfl-1 Bim block: 0; ABCG2 inh: 10; RGS8-Gao: 99; Bim-Bcl-2: 1; Bcl-XL Bim block: 0; GSH bead fluor: 36; RGS4-Gao reg: 112; ABCB1 inh: 0.2

What do the screens show for `CCOCCCNCc1ccc(OC)cc1`?
Bcl-B Bim block: -8; Bcl-W Bim block: 1; RGS7-Gao reg: 95; Bfl-1 Bim block: -12; ABCG2 inh: 2; RGS8-Gao: 100; Bim-Bcl-2: -9; Bcl-XL Bim block: 1; GSH bead fluor: 32; RGS4-Gao reg: 98; ABCB1 inh: 0.6

How did Cc1c(CCOC(=O)C23CC4CC(CC(C4)C2)C3)sc[n+]1Cc1ccccc1 do in these assays?
Bcl-B Bim block: 8; Bcl-W Bim block: 4; RGS7-Gao reg: 104; Bfl-1 Bim block: 11; ABCG2 inh: 9; RGS8-Gao: 100; Bim-Bcl-2: 10; Bcl-XL Bim block: 8; GSH bead fluor: 7; RGS4-Gao reg: 101; ABCB1 inh: 0.1

Results for Cc1ccc(F)cc1NC(=O)c1ccc(NS(=O)(=O)c2ccc(Br)s2)cc1 ?
Bcl-B Bim block: -5; Bcl-W Bim block: -4; RGS7-Gao reg: 105; Bfl-1 Bim block: -3; ABCG2 inh: -3; RGS8-Gao: 103; Bim-Bcl-2: -4; Bcl-XL Bim block: -5; GSH bead fluor: 6; RGS4-Gao reg: 105; ABCB1 inh: -0.8

What do the screens show for `COc1ccc(NC(=O)C(c2cc3c(cc2[N+](=O)[O-])OCO3)N2CCN(C=O)CC2)cc1` (stereo not drawn)?
Bcl-B Bim block: -5; Bcl-W Bim block: -1; RGS7-Gao reg: 95; Bfl-1 Bim block: 3; ABCG2 inh: 4; RGS8-Gao: 98; Bim-Bcl-2: 0; Bcl-XL Bim block: -1; GSH bead fluor: 24; RGS4-Gao reg: 95; ABCB1 inh: 1.7

Results for CCN(CC)C(=O)CN1CCC(n2c(C)nc3cc(C(F)(F)F)ccc32)CC1 ?
Bcl-B Bim block: -1; Bcl-W Bim block: 0; RGS7-Gao reg: 96; Bfl-1 Bim block: -13; ABCG2 inh: 3; RGS8-Gao: 99; Bim-Bcl-2: -8; Bcl-XL Bim block: -2; GSH bead fluor: 16; RGS4-Gao reg: 97; ABCB1 inh: 0.5

How did COC(=O)c1cc2c(ccn2C)n1C do in these assays?
Bcl-B Bim block: -3; Bcl-W Bim block: 0; RGS7-Gao reg: 103; Bfl-1 Bim block: -5; ABCG2 inh: 0; RGS8-Gao: 103; Bim-Bcl-2: -4; Bcl-XL Bim block: -2; GSH bead fluor: 11; RGS4-Gao reg: 99; ABCB1 inh: 0.0

What do the screens show for `CCOC(=O)c1c(C)sc2c1N(C(C)=O)c1cc(Cl)ccc1S2`?
Bcl-B Bim block: -5; Bcl-W Bim block: -1; RGS7-Gao reg: 91; Bfl-1 Bim block: -3; ABCG2 inh: 8; RGS8-Gao: 93; Bim-Bcl-2: -6; Bcl-XL Bim block: 2; GSH bead fluor: 13; RGS4-Gao reg: 93; ABCB1 inh: 2.6

How did c1ccc2[nH]c(NCCCN3CCOCC3)nc2c1 do in these assays?
Bcl-B Bim block: 0; Bcl-W Bim block: -2; RGS7-Gao reg: 99; Bfl-1 Bim block: -2; ABCG2 inh: 0; RGS8-Gao: 102; Bim-Bcl-2: -6; Bcl-XL Bim block: -3; GSH bead fluor: 18; RGS4-Gao reg: 104; ABCB1 inh: 0.1

What do the screens show for `O=C(O)c1c[nH]c2cc(C(F)(F)F)ccc2c1=O`?
Bcl-B Bim block: -2; Bcl-W Bim block: 0; RGS7-Gao reg: 99; Bfl-1 Bim block: -1; ABCG2 inh: 2; RGS8-Gao: 99; Bim-Bcl-2: -2; Bcl-XL Bim block: 3; GSH bead fluor: 17; RGS4-Gao reg: 102; ABCB1 inh: 0.6

What do the screens show for `COC(=O)C(Cc1cnc(Cl)s1)(C(=O)OC)c1ccccc1[N+](=O)[O-]`?
Bcl-B Bim block: -3; Bcl-W Bim block: 3; RGS7-Gao reg: 85; Bfl-1 Bim block: -2; ABCG2 inh: 5; RGS8-Gao: 91; Bim-Bcl-2: 0; Bcl-XL Bim block: -1; GSH bead fluor: 10; RGS4-Gao reg: 86; ABCB1 inh: 2.2

How did O=C(CCC1CC(=O)Nc2ccccc21)NCc1cccnc1 (stereo not drawn) do in these assays?
Bcl-B Bim block: -6; Bcl-W Bim block: -4; RGS7-Gao reg: 111; Bfl-1 Bim block: -3; ABCG2 inh: 7; RGS8-Gao: 109; Bim-Bcl-2: -1; Bcl-XL Bim block: -6; GSH bead fluor: 13; RGS4-Gao reg: 113; ABCB1 inh: 0.4
